M. tuberculosis GlmU = inhibition of mycobacterial GlmU enzyme – biochemical, glucosamine-1-phosphate acetyltransferase (AID 1376); M. tuberculosis GlmU acetyltransferase enzyme assay; higher % means a stronger effect; inhibition, %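 (tested at 30 µM in the primary screen)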; hits with a dose series show IC50 in µM; hit rate 0.25% among 220,000; in the data active means inhibition above about 13%;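 further: 0% = complete reaction with vehicle and 100% = reaction without substrate; strong numbers were not always called active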
Mtb RmlCD inh = blocks M. tuberculosis RmlC and RmlD coupled enzymes; P9WH09+P9WH11; RmlC+RmlD coupled enzyme assay, percent inhibition; primary screen in compound mixtures; inhibition, % at 3.6 µM; hit rate 0.03% among 160,000; AID 1533; in the data active means inhibition mostly above about 34%, no sharp cut-off; further: some results filed as inactive read as strong as hits
Target sequence (P9WH09 whole entry, looked up): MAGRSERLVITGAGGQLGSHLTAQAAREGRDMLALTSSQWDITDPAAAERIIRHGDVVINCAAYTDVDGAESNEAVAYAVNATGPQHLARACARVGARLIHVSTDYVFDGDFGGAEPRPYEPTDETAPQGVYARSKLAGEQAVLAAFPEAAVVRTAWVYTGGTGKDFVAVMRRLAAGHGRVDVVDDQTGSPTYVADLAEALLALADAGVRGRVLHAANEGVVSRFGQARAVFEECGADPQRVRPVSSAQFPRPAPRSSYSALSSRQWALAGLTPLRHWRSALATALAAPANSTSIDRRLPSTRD
Target sequence (P9WH11 whole entry, looked up): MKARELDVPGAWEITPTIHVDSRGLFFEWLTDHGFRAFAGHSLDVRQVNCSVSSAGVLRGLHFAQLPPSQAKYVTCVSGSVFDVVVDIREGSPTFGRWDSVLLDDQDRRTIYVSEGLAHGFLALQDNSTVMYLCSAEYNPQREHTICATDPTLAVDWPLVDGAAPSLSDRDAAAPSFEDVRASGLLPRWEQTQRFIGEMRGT
Numbers without * were called inactive; nt = no result given; & = joins results of further samples. This is a subset; the hit share may differ from the screen's.

compound	M. tuberculosis GlmU	Mtb RmlCD inh
Cn1c(=O)cc(OCC(=O)N2CCC(N3CCCCC3)CC2)c2ccccc21	-1.4%	13
Cc1ccc(-c2nc(CN(C)C)cc(CN(C)C)c2O)cc1	5.7%	-4
NC(=O)c1ccsc1NC(=O)CCS(=O)(=O)c1ccccc1	2.5%	4
O=C1OCCC1Sc1nnnn1-c1ccccc1 (stereo not given)	-7.2%	nt
Fc1ccc(NC(=S)Nc2ccccc2Cl)cc1	-1.5%	nt
O=C1C2C(c3ccccc3)C=CC(c3ccccc3)C2C(=O)N1CCO (stereo not given)	3.5%	nt
COc1cccc(C2=NOC(C(=O)Nc3ccc4c(c3)OCO4)C2)c1 (stereo not given)	4.5%	-1
CC(=O)NC1=NN(C(C)=O)C(c2ccc(C)cc2)S1 (stereo not given)	-1.4%	-7
Cc1ccc2nc(SCCC(=O)O)cc(C)c2c1	1.4%	nt
Cc1cccc(C)c1NC(=O)C(=O)NCCc1c[nH]c2ccccc12	3.4%	-11
Cc1cc(C)cc(NC(=O)c2ccc(NC(=O)C3C4CC5OC(=O)C3C5C4)cc2)c1 (stereo not given)	-6.2%	-8
Cc1occc1C(=O)NC(C)C(C)(C)C (stereo not given)	7.1%	nt
Cc1ccc(CSCC(=O)N/N=C/c2sccc2C)cc1	1.1%	-6
O=C(CNc1n[nH]c(=O)[nH]c1=O)N/N=C/c1cccnc1	-7.3%	-6
CC(C)Cn1c(N)c(C(=O)CSc2nc3ccccc3n2C)c(=O)n(C)c1=O	2.7%	-2
CSc1nccc(Oc2ccc(C#N)cc2)n1	3.1%	24
COc1cccc(C=Nc2cc(C)cc(C)c2)c1O	-2.1%	-3
O=C1C2C3C=CC(C3)C2C(=O)N1c1ccc(-c2nc3ccccc3o2)cc1 (stereo not given)	4.9%	7
CCN1CCN(Cc2ccc(NC(=O)c3ccc(C)c(NC(=O)N4CCNC4=O)c3)cc2C(F)(F)F)CC1	-2.1%	nt
O=C(c1ccc(CSc2nc3ccncc3[nH]2)cc1)N1CCN(c2cccc(Cl)c2)CC1	-8.0%	nt
COc1ccc(CC(=O)N2CCC(c3ccccc3)C2)cc1 (stereo not given)	-0.9%	11
N#CCCn1cc(C(=O)Nc2ccc([N+](=O)[O-])cc2)c(-c2cc3ccccc3o2)n1	4.8%	nt
Cc1ccccc1-c1nnc(NC(=O)CSc2nc3ccccc3s2)s1	-4.6%	nt
CCOC(=O)N1CCN(C(=O)c2cnn3ccccc23)CC1	-3.0%	6

Laid out differently: entries from further up.
Screens in order – M. tuberculosis GlmU, Mtb RmlCD inh
O=C1C2C3C=CC(C3)C2C(=O)N1c1ccc(-c2nc3ccccc3o2)cc1 (stereo not given)
 : 4.9%, 7
CCN1CCN(Cc2ccc(NC(=O)c3ccc(C)c(NC(=O)N4CCNC4=O)c3)cc2C(F)(F)F)CC1
 : -2.1%, nt
O=C(c1ccc(CSc2nc3ccncc3[nH]2)cc1)N1CCN(c2cccc(Cl)c2)CC1
 : -8.0%, nt
COc1ccc(CC(=O)N2CCC(c3ccccc3)C2)cc1 (stereo not given)
 : -0.9%, 11
N#CCCn1cc(C(=O)Nc2ccc([N+](=O)[O-])cc2)c(-c2cc3ccccc3o2)n1
 : 4.8%, nt

New compounds follow:
compound	M. tuberculosis GlmU	Mtb RmlCD inh
C[C@H](NC(=O)Cc1cccc2ccccc12)C(=O)NCc1ccccc1	1.1%	5
COC(=O)Cn1c(=NC(=O)C(C)(C)C)sc2c(C)cc(C)cc21	4.3%	-7
O=C(Nc1ccc(F)cc1)/C(Cl)=C/c1ccccc1	-3.2%	-5
Cc1ccc(NC(=O)C(=O)NCc2ccncc2)cc1	0.3%	33
Cc1ccc2c(c1)c1ncnc(N3CCN(c4ccccc4)CC3)c1n2C	0.9%	8
Cc1c(C(=O)OC(C)C)sc(NC(=O)c2cccnc2)c1C#N	3.8%	-7
CCCc1[nH]nc2c1C(C1CCCCC1)C(C#N)=C(N)O2 (stereo not given)	-4.7%	nt
O=C(CC(=O)NC1CCCCC1)N/N=C/c1ccc(Cl)cc1	-1.1%	nt
COc1ccc(C(CC(=O)c2ccccc2)S(=O)(=O)c2ccccc2)cc1 (stereo not given)	5.0%	-5
Cc1ccc(-n2c(C)cc(C(=O)COC(=O)c3ccc[nH]c3=O)c2C)cc1	0.2%	-3
CC(C)C(c1nnnn1Cc1ccccc1)N1CCN(Cc2ccc3c(c2)OCO3)CC1 (stereo not given)	-1.1%	nt
CCOc1cc(NC(=S)NC)c(OCC)cc1NC(=O)c1cccs1	4.2%	-2
CC(C)n1cnc2c(Nc3ccc(C(=O)O)cc3)nc(Cl)nc21	-1.1%	nt
CCc1c(C)nc(N)n2c(SCC(=O)N3CCCc4ccccc43)nnc12	2.0%	2
CCOC(=O)C1CCN(Cc2coc3ccc(Cl)cc3c2=O)CC1	4.0%	nt
CC1C(C#N)=C(N)OC2=C1C(=O)CC(C)(C)C2 (stereo not given)	4.4%	-3
O=C(CN1CCCC1)Nc1ccc([N+](=O)[O-])cc1Cl	5.2%	1
Cc1cccc2sc(NC(=O)c3cc(S(=O)(=O)N(C)C)ccc3N3CCCC3)nc12	5.9%	nt
CCOC(=O)N1CCN(C(=O)c2oc3ccc(S(=O)(=O)N4CCCCCC4)cc3c2C)CC1	1.8%	-11
COc1ccc2c(c1)CCC/C2=N\NC(=O)c1ccoc1C	-0.6%	nt
Cc1cc(N2CCCC2=O)cc(C)c1S(=O)(=O)Nc1c(C)nn(C)c1C	-4.8%	17
COc1cccc(C(=O)N(C)c2nnc(-c3ccncc3)s2)c1	nt	4
COC(=O)c1sccc1NC(=O)CC1C(=O)NCCN1C(=O)c1ccc(C)c(C)c1 (stereo not given)	4.4%	-1
COC(=O)/C=C1\N/C(=N\c2nc(C)cc(C)n2)N(c2ccc(C)c(C)c2)C1=O	-6.2%	-7
O=S(=O)(NC1=NCCCCC1)c1cccs1	-4.7%	nt
Cc1ccc(S(=O)(=O)N2CCOCC2)cc1NC(=O)CSc1cccc[n+]1[O-]	2.2%	-2
COc1ccc(C(=O)Nc2ccccc2C(=O)NC(Cc2ccc(O)cc2)C(=O)NNC(=O)c2ccc(C)cc2)cc1 (stereo not given)	1.9%	15
COc1ccc(S(=O)(=O)NCc2ccc(C(=O)N3CCc4ccccc4C3)cc2)cc1	1.9%	-8
COc1ccc([C@H]2/C=C\CN(S(=O)(=O)c3ccc4ccccc4c3)[C@@H](C)C(=O)N2Cc2ccc(F)cc2)cc1	1.2%	nt
CC(=C/c1ccc(C(C)C)cc1)/C=N/NC(=O)Cn1nnnc1N	-0.6%	6
CC(=O)C1=C(O)C(=O)N(c2ccc(S(=O)(=O)Nc3nccs3)cc2)C1c1ccc(F)cc1 (stereo not given)	-4.3%	3
Cc1cc(C)n2ncc(/C(N)=N/OC(=O)Nc3ccccc3)c2n1	-2.2%	-2
Nc1nc(Nc2ccccc2)nc(NCc2ccccc2)c1[N+](=O)[O-]	-1.9%	16
CCOC(=O)c1cc(-c2ccc(OC(F)F)cc2)nc2nc(SC)[nH]c(=O)c12	6.5%	-7
COc1ccc(C(=O)NCc2nnc(SCC(=O)Nc3cc(C)on3)o2)cc1OC	2.0%	-12
Cc1cccc(C2c3[nH]c4ccccc4c3CCN2C(=O)c2noc3c2CCCC3)n1 (stereo not given)	-1.6%	8
C=C1C(C(=O)N2CCOCC2)C1C(=O)N1CCOCC1 (stereo not given)	-7.7%	6
S=C(Nc1ccccn1)Nc1ccccc1Cl	3.6%	nt
NC(=O)c1nn(-c2ccc(Cl)cc2Cl)c(=O)cc1O	-1.1%	nt
O=C(NCc1cccnc1)C1CCCN(S(=O)(=O)c2cccc3nsnc23)C1 (stereo not given)	0.5%	nt
O=C(COC(=O)C1CCN(S(=O)(=O)c2cccs2)CC1)Nc1ccc(F)cc1F	6.9%	3
COCCCNC(=S)N1CCC(C(=O)c2ccc3c(c2)OCCO3)CC1	6.6%	3
CCOC(=O)C1(CCCc2ccccc2)CCN(C(=O)c2cnc(C)cn2)CC1	-7.0%	-2
CC(C)Oc1ccc(C(=O)Nc2ccc([N+](=O)[O-])cc2)cc1	-3.9%	nt
O=C(N/N=C1\CCCc2ccccc21)c1cccc([N+](=O)[O-])c1	-1.3%	3
Cc1ccnc(SCC(=O)N2CCN(c3ccccc3)CC2)n1	2.2%	nt
Cc1nn(C)c2ncc(C(N)=O)c(Oc3ccc(Cl)cc3)c12	0.7%	4
O=C(Cn1ccc(=O)[nH]c1=O)NCCO	1.0%	5
COc1cc(C2=NOC(C(=O)Nc3cccnc3)C2)cc(OC)c1OC (stereo not given)	3.1%	2
COC(=O)c1ccccc1NC(=O)C/C(C)=N/NC(=O)CC#N	-5.0%	9
Cc1cc(C)cc(OCC(=O)Nc2ccc3c(c2)OCCO3)c1	4.2%	6
CC(=O)Nc1cccc(OCCCNC(=O)c2ccc(F)cc2)c1	-2.8%	nt
Cc1ccc(-c2nnc(COc3cccc(-n4cnnn4)c3)o2)cc1	4.5%	nt
COc1ccc2[nH]c3nc(SCC(=O)Nc4ccc5c(c4)OCO5)nnc3c2c1	0.1%	8
O=C(O)CCCCCN1C(=O)/C(=C\c2ccc(-c3ccc(Cl)cc3)o2)SC1=S	3.3%	-5
OC(COCC1COc2ccccc2O1)CN1CCc2ccccc2C1 (stereo not given)	-2.5%	3
CN1CCN(c2nc(-c3ccccc3)cc(C(F)(F)F)n2)CC1	-5.3%	11
NS(=O)(=O)c1ccc(CCNS(=O)(=O)c2ccc(Cl)nc2)cc1	2.4%	-7
COC(=O)c1cccc(NC(=O)CN2CCOCC2)c1	7.1%	4
Cc1ccc(S(=O)(=O)NCc2nnc(SCC(=O)Nc3cccc(C)c3C)n2C)cc1	1.4%	16

Two entries picked at random from the list so far, as already listed:
compound	M. tuberculosis GlmU	Mtb RmlCD inh
Cc1ccc(-c2nnc(COc3cccc(-n4cnnn4)c3)o2)cc1	4.5%	nt
NS(=O)(=O)c1ccc(CCNS(=O)(=O)c2ccc(Cl)nc2)cc1	2.4%	-7

New compounds follow:
compound	M. tuberculosis GlmU	Mtb RmlCD inh
COC(=O)/C(C#N)=C1/C=Cc2ccccc2N1	-1.7%	-13
O=C(NC(=O)c1ccc(Cl)c(Cl)c1)OC1CCS(=O)(=O)C1 (stereo not given)	1.8%	nt
Cc1ccc(-c2nn[nH]n2)cc1Cl	4.7%	7
CC1CCc2c(sc3ncnc(NS(=O)(=O)c4cccs4)c23)C1 (stereo not given)	0.4%	-6
Cc1cc(/C=C(\C#N)C(=O)Nc2ccccc2F)c(C)[nH]1	-1.9%	nt
Cc1nc2ccc([N+](=O)[O-])cc2[nH]1	-0.6%	-7
COc1ccc(CN2C(=O)CCC(C(=O)O)C2c2ccccc2)cc1 (stereo not given)	0.2%	nt
COc1ccc(C(=O)c2ccccc2)c(OCC(=O)NC2CC2)c1	3.7%	-7
O=C(NCc1ccccc1Cl)NC(=O)c1csc([N+](=O)[O-])c1	0.6%	24
CCCC(C(=O)NCC1CCCO1)N(Cc1ccco1)C(=O)CNS(=O)(=O)c1ccc(F)cc1 (stereo not given)	-0.6%	-4
CCn1nc(C)c([N+](=O)[O-])c1C(=O)NNC(=O)c1ccccc1Cl	1.6%	8
COc1ccc(/C=C/C(=O)O)cc1S(=O)(=O)N1CCC(Cc2ccccc2)CC1	-7.7%	-7
O=C(Nc1ccon1)c1cnc2sccn2c1=O	2.6%	7
CCOP(=O)(C#Cc1ccccc1)C(O)c1ccc(Br)cc1 (stereo not given)	4.1%	14
COc1ccc(C(=O)NC(=S)NCc2ccco2)cc1	6.5%	2
COc1ccc(/C=N\NC(=O)CCN2CCN(c3ccccc3)CC2)cc1OC	2.7%	17
Cc1noc(C)c1S(=O)(=O)N1CCC(Cc2ccccc2)CC1	-2.2%	14
COc1ccc2c(C)c(C(=O)NCC(C)O)oc2c1OC (stereo not given)	2.4%	9
Fc1ccccc1C1c2[nH]c3ccccc3c2CCN1Cc1ccoc1 (stereo not given)	-3.0%	10
CCOC(=O)c1c(CN2CCOCC2)n(C)c2cc(Br)c(O)c(CN(C)C)c12	2.4%&-3.6%	-2
O=C(CCc1ccccc1)NNC(=O)c1ccc(F)cc1	1.9%	9
CCOP(=O)(OCC)C(NC(=O)c1ccccc1C)C(Cl)(Cl)Cl (stereo not given)	-2.9%	12
CC1SCCN1S(=O)(=O)c1ccc2ccccc2c1 (stereo not given)	0.6%	nt
Cc1cc(C)c(NC(=O)c2cc(C(=O)O)ccc2C(=O)O)c([N+](=O)[O-])c1	-3.0%	3
Brc1ccc2c(c1)C(c1cccnc1)=NNC(c1cccs1)=N2	2.4%	nt
CCN(CC)S(=O)(=O)c1ccc(C(=O)NCCN(C)C)cc1	0.7%	nt
Cc1ccc(Cn2nnnc2CN2CCC(NC(=O)C(C)(C)C)CC2)cc1	-0.8%	-7
CC(=O)c1cc(OC(=O)N2CCOCC2)ccc1OC(=O)N1CCOCC1	0.4%	8
Nc1cc(N)cc(C(=O)OCC(=O)Nc2cc(S(=O)(=O)N3CCCCC3)ccc2Cl)c1	-6.8%	-2
COc1ccccc1C(CC(=O)N1CCCC1)c1ccc2c(c1)OCO2 (stereo not given)	3.2%	-6
O=C(N/N=C/c1ccncc1)c1ccc(OCc2ccccc2)cc1	3.8%	-6
COc1ccc(C(=O)c2c[nH]c3ccccc23)cc1	3.9%	-4
O=C(Oc1ccccc1Cl)c1ccc(-n2cncn2)nc1	-1.8%	14

Compound activity as filed in PubChem BioAssay.
